Assay outcomes from PubChem.
MrgX1 antag = blocks BAM8-22 activation of human MrgX1 receptor; AID 588676; 1.3% of 310,000 active; Q96LB2; B-score at 10 µM; MRGX1-HEK293 calcium flux, Fluo-4, BAM8-22 antagonism; stronger effect = lower value;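 active = calcium-response B-score plate-corrected more than 3 library SD below zero, starting fluorescence within 5 deviations, no agonist response on first addition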;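 note: peak minus trough fluorescence over baseline after final BAM8-22 challenge near maximal dose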
TRPC4 inh = inhibitors of mouse TRPC4 channel. Q9QUQ5. HEK293 TRPC4beta/mu-opioid, DAMGO-evoked Fluo4 calcium flux; stronger effect = lower value. B-score at 10 µM. 0.39% of 300,000 active;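 active = B-score over 3 SD under the library average, no early fluorescence shift, positive overall ratio signal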
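Test system – stable TRPC4beta/mu-opioid receptor HEK293 cells · Probe or stimulus – DAMGO, a submaximal dose followed by a maximal one · Dosing – one concentration per compound · Signal – Fluo4 calcium fluorescence by kinetic imaging, 5 s 1 Hz baseline · Evaluation – per-well B score of integrated baseline-normalized Fluo4 ratio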
TRPC4 potent = TRPC4 (mouse) allosteric potentiation; HEK293 TRPC4beta/mu-opioid, DAMGO EC20, Fluo-4 Ca2+ flux; stronger effect = higher value; B-score at 10 µM; 0.42% of 310,000 active; AID 2227;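 active = B-score of calcium response area above 5 SD of library B-scores, with initial fluorescence ratio within 5 SD of library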;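 note: B-score of integrated fluorescence ratio over time as area under calcium response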
TRPC6 activator = mouse TRPC6 channel activation; Q61143; HEK293-TRPC6 membrane potential dye fluorescence; stronger effect = higher value; B-score at 10 µM; 0.13% of 310,000 active;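 active = B-score of the integrated fluorescence ratio above library mean plus 3 SD, and starting fluorescence ratio within library mean plus 5 SD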;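 note: higher score means more depolarization so channel activation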
TMEM16A inh = mouse TMEM16A channel inhibition, primary screen; Q8BHY3; normalized B-score (activity score, 25-100; higher = stronger inhibition) at 10 µM; 1.2% of 310,000 active; AID 588511; HEK293 TMEM16A/YFP iodide influx fluorescence, ionomycin;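 active = ratio plate-corrected score three or more library SD toward inhibition, starting fluorescence score within five deviations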;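 note: score derived from kinetic fluorescence span divided by baseline fluorescence per well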
Target sequence (Q8BHY3 whole entry, looked up): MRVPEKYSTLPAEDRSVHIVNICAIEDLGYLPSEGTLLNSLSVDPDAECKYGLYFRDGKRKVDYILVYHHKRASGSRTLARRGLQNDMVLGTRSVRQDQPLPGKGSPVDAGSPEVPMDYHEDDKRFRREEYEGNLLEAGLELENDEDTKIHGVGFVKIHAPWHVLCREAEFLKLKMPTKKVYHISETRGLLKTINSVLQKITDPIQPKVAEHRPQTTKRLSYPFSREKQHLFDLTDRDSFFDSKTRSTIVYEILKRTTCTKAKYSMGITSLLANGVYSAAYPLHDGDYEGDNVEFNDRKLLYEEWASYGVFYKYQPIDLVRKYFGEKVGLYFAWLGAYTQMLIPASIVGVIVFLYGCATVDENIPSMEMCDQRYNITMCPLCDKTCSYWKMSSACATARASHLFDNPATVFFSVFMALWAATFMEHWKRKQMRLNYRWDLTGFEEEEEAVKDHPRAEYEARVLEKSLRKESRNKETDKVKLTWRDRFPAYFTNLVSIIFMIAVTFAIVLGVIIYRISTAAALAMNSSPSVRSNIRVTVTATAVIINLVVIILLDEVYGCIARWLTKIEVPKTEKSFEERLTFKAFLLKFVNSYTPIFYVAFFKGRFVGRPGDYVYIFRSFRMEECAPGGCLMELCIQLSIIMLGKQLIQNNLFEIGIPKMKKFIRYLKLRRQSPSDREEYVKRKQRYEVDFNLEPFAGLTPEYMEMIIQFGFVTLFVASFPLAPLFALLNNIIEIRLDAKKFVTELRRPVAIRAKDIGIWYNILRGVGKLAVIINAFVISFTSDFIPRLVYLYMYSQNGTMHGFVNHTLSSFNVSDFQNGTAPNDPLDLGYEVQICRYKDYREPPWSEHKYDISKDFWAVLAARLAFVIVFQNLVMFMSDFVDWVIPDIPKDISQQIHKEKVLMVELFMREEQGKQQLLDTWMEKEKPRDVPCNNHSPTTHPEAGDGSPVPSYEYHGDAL
MrgX1 PAM = allosterically activates human MrgX1 receptor signaling; Q96LB2; MrgX1-HEK293, Fluo-4 calcium flux, FDSS; stronger effect = higher value; B-score at 10 µM; 0.63% of 310,000 active; AID 588675;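 active = plate-corrected calcium response at least 3 library SD above typical, normal starting fluorescence, not activating the receptor alone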;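 note: compound read alongside a low EC10 to EC30 dose of BAM8-22 agonist; peak minus trough fluorescence over baseline measured at the second addition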
TRPC6 inhibitor = blocks the mouse TRPC6 cation channel. 1.1% of 310,000 active. B-score at 10 µM. HEK293-TRPC6, membrane potential dye, ACh-evoked depolarization; stronger effect = lower value;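 active = B-score under library mean minus 3 SD, initial fluorescence not abnormally high, positive integrated signal ratio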;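 note: B-score derived from integrated fluorescence ratio over the kinetic read; more negative B-score means stronger inhibition of depolarization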
MrgX1 agonist = human MrgX1 receptor agonism, primary screen; MrgX1-HEK293 cells, Fluo-4 calcium fluorescence, agonist mode; stronger effect = higher value; B-score at 10 µM; 0.44% of 310,000 active; Q96LB2;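 active = calcium response B-score plate-corrected fluorescence ratio at least 3 library SD, with starting fluorescence B-score inside 5 SD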
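System – MrgX1-expressing HEK293 cells · Incubation – cells plated overnight, dye loaded 0.5 h 37 °C, 0.5 h room temperature · Technique – kinetic Fluo-4 NW fluorescence of intracellular calcium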
ANO1 activ = activates or potentiates the mouse TMEM16A chloride channel. Q8BHY3. HEK293 TMEM16A/YFP-H148Q/I152L, iodide quench fluorescence; stronger effect = lower value. B-score at 10 µM. 0.3% of 340,000 active. AID 623877;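 active = fluorescence-ratio B-score plate-corrected deviation score at least 3 library SD below zero, with starting fluorescence score within 5 deviations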;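 note: channel opened by trigger with iodide after compound preincubation; score built on the fluorescence ratio of max minus min over baseline; more negative score means more quench and so TMEM16A activation or potentiation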
SKKanGAS inh = blocks kanamycin growth of S. pyogenes SKKanGAS strain; AID 1662; 1.3% of 300,000 active; BacTiter-Glo, 6 h; inhibition, % at 7.5 µM;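 active = mean replicate score, as percent of positive control median, at least 50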;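 note: strain carries kanamycin resistance gene driven by streptokinase promoter and grows in 40 µg/ml kanamycin; loss of luminescence reflects streptokinase promoter inhibition or plain growth inhibition; 0% = median of DMSO wells and 100% = positive control at its reference dose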
TRPC4 act = TRPC4 (mouse) channel activation | HEK293 TRPC4beta/mu-opioid, Fluo4 calcium fluorescence; stronger effect = higher value | Q9QUQ5 | 0.49% of 310,000 active | B-score at 10 µM;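 active = B-score above 5 SD of library B-scores, and initial fluorescence ratio not above library mean plus 5 SD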;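 note: positive B-score marks a calcium rise read as TRPC4 activation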
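Test system: HEK293 cells stably co-expressing mouse TRPC4beta and mu-opioid receptor | Schedule: Fluo4 dye loading 45 min at room temperature, 110 s recording | Measured by: Kinetic Fluo4 calcium fluorescence, 5 s baseline at 1 Hz | Evaluation: B score of integrated ratio | Controls: Buffer (low) and maximal DAMGO (high)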
Active calls of the source: *. Random draw from the library; 6.7% or so of the library scored in one or more.

`S=c1[nH]nc(C2CCCCC2)n1/N=C/c1ccc(Cl)cc1` gave MrgX1 antag inactive, TRPC4 inh inactive, TRPC4 potent inactive, TRPC6 activator inactive, TMEM16A inh inactive, MrgX1 PAM inactive, TRPC6 inhibitor inactive, MrgX1 agonist inactive, ANO1 activ inactive, SKKanGAS inh 5 and TRPC4 act inactive.
Screening COc1ccc(CCC(=O)NNC(=O)c2cc(Cl)ccc2OC)cc1OC returned MrgX1 antag inactive, TRPC4 inh inactive, TRPC4 potent inactive, TRPC6 activator inactive, TMEM16A inh inactive, MrgX1 PAM inactive, TRPC6 inhibitor inactive, MrgX1 agonist inactive, ANO1 activ inactive, SKKanGAS inh -3 and TRPC4 act inactive.
For COc1ccc(/C=N/NC(=O)c2cccnc2)cc1COc1ccc([N+](=O)[O-])c(C)c1 the results were MrgX1 antag inactive, TRPC4 inh inactive, TRPC4 potent inactive, TRPC6 activator inactive, TMEM16A inh 25*, MrgX1 PAM inactive, TRPC6 inhibitor inactive, MrgX1 agonist inactive, ANO1 activ inactive, SKKanGAS inh 5 and TRPC4 act inactive.
For COc1ccc(-c2nnc(Sc3nc4ccccc4o3)c3ccccc23)cc1 the results were MrgX1 antag inactive, TRPC4 inh inactive, TRPC4 potent inactive, TRPC6 activator inactive, TMEM16A inh inactive, MrgX1 PAM inactive, TRPC6 inhibitor inactive, MrgX1 agonist inactive, ANO1 activ inactive, SKKanGAS inh 3 and TRPC4 act inactive.
Screening N#Cc1c(N)n(-c2ccc(C(=O)O)cc2)c2nc3ccccc3nc12 returned MrgX1 antag inactive, TRPC4 inh inactive, TRPC4 potent inactive, TRPC6 activator inactive, TMEM16A inh inactive, MrgX1 PAM inactive, TRPC6 inhibitor inactive, MrgX1 agonist inactive, ANO1 activ inactive, SKKanGAS inh -4 and TRPC4 act inactive.
Cc1[nH]c2ccc(F)cc2c1CCN(Cc1ccncc1)C(=S)Nc1ccccc1 was read as MrgX1 antag inactive, TRPC4 inh inactive, TRPC4 potent inactive, TRPC6 activator inactive, TMEM16A inh inactive, MrgX1 PAM inactive, TRPC6 inhibitor inactive, MrgX1 agonist inactive, ANO1 activ inactive, SKKanGAS inh 15 and TRPC4 act inactive.
`COCCCNCCCOc1ccc(Cl)cc1Br` gave MrgX1 antag inactive, TRPC4 inh inactive, TRPC4 potent inactive, TRPC6 activator inactive, TMEM16A inh inactive, MrgX1 PAM inactive, TRPC6 inhibitor inactive, MrgX1 agonist inactive, ANO1 activ inactive, SKKanGAS inh -7 and TRPC4 act inactive.
For CCn1c(=O)c(CCC(=O)NCC2CCCO2)c(C)c2c(C)nn(-c3ccc(C)cc3)c21 (stereo not given) the results were MrgX1 antag inactive, TRPC4 inh inactive, TRPC4 potent inactive, TRPC6 activator inactive, TMEM16A inh inactive, MrgX1 PAM inactive, TRPC6 inhibitor inactive, MrgX1 agonist inactive, ANO1 activ inactive, SKKanGAS inh -16 and TRPC4 act inactive.
`CC1=NN(C(N)=S)C(=O)C1N=Nc1ccc(Br)cc1` (stereo not given) gave MrgX1 antag inactive, TRPC4 inh inactive, TRPC4 potent inactive, TRPC6 activator inactive, TMEM16A inh inactive, MrgX1 PAM inactive, TRPC6 inhibitor inactive, MrgX1 agonist inactive, ANO1 activ inactive, SKKanGAS inh 9 and TRPC4 act inactive.
C=CCNC(=S)N/N=C(\C)c1ccccn1 was read as MrgX1 antag inactive, TRPC4 inh inactive, TRPC4 potent inactive, TRPC6 activator inactive, TMEM16A inh inactive, MrgX1 PAM inactive, TRPC6 inhibitor inactive, MrgX1 agonist inactive, ANO1 activ inactive, SKKanGAS inh 81* and TRPC4 act inactive.
O=C(N/N=C/C(Br)=C\c1ccccc1)c1cccs1 was read as MrgX1 antag inactive, TRPC4 inh inactive, TRPC4 potent inactive, TRPC6 activator inactive, TMEM16A inh inactive, MrgX1 PAM inactive, TRPC6 inhibitor inactive, MrgX1 agonist inactive, ANO1 activ inactive, SKKanGAS inh 39 and TRPC4 act inactive.
O=C(NCCCN1CCCC1=O)C1CCC(CNS(=O)(=O)c2ccc(Cl)cc2)CC1 (stereo not given) was read as MrgX1 antag inactive, TRPC4 inh inactive, TRPC4 potent inactive, TRPC6 activator inactive, TMEM16A inh inactive, MrgX1 PAM inactive, TRPC6 inhibitor inactive, MrgX1 agonist inactive, ANO1 activ inactive, SKKanGAS inh 2 and TRPC4 act inactive.
CCN(CC)P(=O)(Nc1ccc([N+](=O)[O-])cc1)c1c(C)nn(CCC#N)c1NC(=O)c1ccc(Cl)cc1Cl (stereo not given) was read as MrgX1 antag inactive, TRPC4 inh inactive, TRPC4 potent inactive, TRPC6 activator inactive, TMEM16A inh inactive, MrgX1 PAM inactive, TRPC6 inhibitor inactive, MrgX1 agonist inactive, ANO1 activ inactive, SKKanGAS inh -5 and TRPC4 act inactive.
Screening COc1cc2cc(Br)cc(Br)c2nc1C returned MrgX1 antag inactive, TRPC4 inh inactive, TRPC4 potent inactive, TRPC6 activator inactive, TMEM16A inh inactive, MrgX1 PAM inactive, TRPC6 inhibitor inactive, MrgX1 agonist inactive, ANO1 activ inactive, SKKanGAS inh 4 and TRPC4 act inactive.
`CCc1ccc(NC(=O)CS(=O)CC(=O)NC(C)CCc2ccco2)cc1` (stereo not given) gave MrgX1 antag inactive, TRPC4 inh inactive, TRPC4 potent inactive, TRPC6 activator inactive, TMEM16A inh inactive, MrgX1 PAM inactive, TRPC6 inhibitor inactive, MrgX1 agonist inactive, SKKanGAS inh 2 and TRPC4 act inactive.
Screening Cc1ccc(N2C(=O)c3ccccc3NC2C(C)Cc2ccc3c(c2)OCO3)cc1 (stereo not given) returned MrgX1 antag -5.1*, TRPC4 inh inactive, TRPC4 potent inactive, TRPC6 activator inactive, TMEM16A inh inactive, MrgX1 PAM inactive, TRPC6 inhibitor inactive, MrgX1 agonist inactive, ANO1 activ inactive, SKKanGAS inh 19 and TRPC4 act inactive.
Cc1ccc(CNC(=O)CN(C(=O)N2CCN(C)CC2)S(=O)(=O)c2ccc(C)cc2)cc1 was read as MrgX1 antag inactive, TRPC4 inh inactive, TRPC4 potent inactive, TRPC6 activator inactive, TMEM16A inh inactive, MrgX1 PAM inactive, TRPC6 inhibitor inactive, MrgX1 agonist inactive, ANO1 activ inactive, SKKanGAS inh 29 and TRPC4 act inactive.
Screening COc1ccc(OC)c(C(=O)CSc2nnc(Cc3cccs3)n2CCc2ccccc2)c1 returned MrgX1 antag inactive, TRPC4 inh inactive, TRPC4 potent inactive, TRPC6 activator inactive, TMEM16A inh inactive, MrgX1 PAM inactive, TRPC6 inhibitor inactive, MrgX1 agonist inactive, ANO1 activ inactive, SKKanGAS inh 3 and TRPC4 act inactive.
Screening COc1ccccc1CNC(=O)c1cc(-c2ccncc2)nc2c(Cl)cccc12 returned MrgX1 antag inactive, TRPC4 inh inactive, TRPC4 potent inactive, TRPC6 activator inactive, TMEM16A inh inactive, MrgX1 PAM inactive, TRPC6 inhibitor inactive, MrgX1 agonist inactive, ANO1 activ inactive, SKKanGAS inh -7 and TRPC4 act inactive.
`C/C(=N\NC(=O)c1nnn(-c2nonc2N)c1CN1CCc2ccccc21)c1ccccc1O` gave MrgX1 antag inactive, TRPC4 inh inactive, TRPC4 potent inactive, TRPC6 activator inactive, TMEM16A inh inactive, MrgX1 PAM inactive, TRPC6 inhibitor inactive, MrgX1 agonist inactive, ANO1 activ inactive, SKKanGAS inh 18 and TRPC4 act inactive.
For O=C(O)C1(P(=O)(c2ccccc2)c2ccccc2)CCCC1 the results were MrgX1 antag inactive, TRPC4 inh inactive, TRPC4 potent inactive, TRPC6 activator inactive, TMEM16A inh inactive, MrgX1 PAM inactive, TRPC6 inhibitor inactive, MrgX1 agonist inactive, ANO1 activ inactive, SKKanGAS inh -5 and TRPC4 act inactive.
Screening COC(=O)Cn1c(CN(Cc2ccccc2)Cc2ccccc2)nc2c1c(=O)[nH]c(=O)n2C returned MrgX1 antag inactive, TRPC4 inh inactive, TRPC4 potent inactive, TRPC6 activator inactive, TMEM16A inh inactive, MrgX1 PAM inactive, TRPC6 inhibitor inactive, MrgX1 agonist inactive, ANO1 activ inactive, SKKanGAS inh 4 and TRPC4 act inactive.
O=S(=O)(N1CCCCCC1)N1CCN(S(=O)(=O)N2CCOCC2)CC1 was read as MrgX1 antag inactive, TRPC4 inh inactive, TRPC4 potent inactive, TRPC6 activator inactive, TMEM16A inh inactive, MrgX1 PAM inactive, TRPC6 inhibitor inactive, MrgX1 agonist inactive, ANO1 activ inactive, SKKanGAS inh 0 and TRPC4 act inactive.
For Cc1ccc(C(=O)Cn2cc([N+](=O)[O-])nc2C)cc1 the results were MrgX1 antag inactive, TRPC4 inh inactive, TRPC4 potent inactive, TRPC6 activator inactive, TMEM16A inh inactive, MrgX1 PAM inactive, TRPC6 inhibitor inactive, MrgX1 agonist inactive, ANO1 activ inactive, SKKanGAS inh -3 and TRPC4 act inactive.
O=C(c1ccc(OC2CCN(CCc3ccccc3)CC2)cc1)N1CCCCC1CCCO (stereo not given) was read as MrgX1 antag inactive, TRPC4 inh inactive, TRPC4 potent inactive, TRPC6 activator inactive, TMEM16A inh inactive, MrgX1 PAM inactive, TRPC6 inhibitor inactive, MrgX1 agonist inactive, ANO1 activ inactive, SKKanGAS inh 0 and TRPC4 act inactive.
`COc1ccc(-c2ccccc2)cc1NCc1ccccc1C` gave MrgX1 antag inactive, TRPC4 inh inactive, TRPC4 potent inactive, TRPC6 activator inactive, TMEM16A inh inactive, MrgX1 PAM inactive, TRPC6 inhibitor inactive, MrgX1 agonist inactive, ANO1 activ inactive, SKKanGAS inh 39 and TRPC4 act inactive.
`COc1ccc(-c2ccc(=O)n(CC(=O)NC3CCc4ccccc43)n2)cc1OC` (stereo not given) gave MrgX1 antag inactive, TRPC4 inh inactive, TRPC4 potent inactive, TRPC6 activator inactive, TMEM16A inh inactive, MrgX1 PAM inactive, TRPC6 inhibitor inactive, MrgX1 agonist inactive, ANO1 activ inactive, SKKanGAS inh -11 and TRPC4 act inactive.
For Nc1nc(SCC(=O)Nc2cc(-c3ccccc3)nn2-c2ccccc2)n[nH]1 the results were MrgX1 antag inactive, TRPC4 inh inactive, TRPC4 potent inactive, TRPC6 activator inactive, TMEM16A inh inactive, MrgX1 PAM inactive, TRPC6 inhibitor inactive, MrgX1 agonist inactive, ANO1 activ inactive, SKKanGAS inh 6 and TRPC4 act inactive.
